NR2E3 ag-1 – human photoreceptor-specific nuclear receptor agonism | Q9Y5X4 | CHO-S Gal4-NCOR/VP16-NR2E3 two-hybrid, luciferase | inhibition of corepressor binding, % at 3.98 µM | 360,000 compounds, 0.35% hits | AID 602229;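 active = inhibition above the mean of all tested compounds plus 3 SD, cut at about 70% in these data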;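 note: 0% = DMSO with NR2E3 transfected cells and 100% = cells lacking NR2E3 construct; higher means lower luciferase signal from less NR2E3 corepressor binding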
Target sequence (Q9Y5X4 whole entry, looked up, the tested form may be a part): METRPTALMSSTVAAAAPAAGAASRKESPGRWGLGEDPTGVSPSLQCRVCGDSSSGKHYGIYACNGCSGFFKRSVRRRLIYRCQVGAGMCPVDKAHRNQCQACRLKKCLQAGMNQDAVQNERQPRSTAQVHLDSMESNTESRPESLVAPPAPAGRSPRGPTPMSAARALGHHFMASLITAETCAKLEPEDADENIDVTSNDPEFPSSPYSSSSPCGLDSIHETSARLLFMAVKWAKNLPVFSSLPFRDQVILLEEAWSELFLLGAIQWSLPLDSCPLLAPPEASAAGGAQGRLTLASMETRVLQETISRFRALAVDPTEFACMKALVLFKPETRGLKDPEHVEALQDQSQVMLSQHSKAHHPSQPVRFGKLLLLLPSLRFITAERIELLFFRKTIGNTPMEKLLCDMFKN
hiPSC survival – hiPSC single-cell survival enhancement; 360,000 compounds, 0.044% hits; AID 602274; survival enhancement, % at 20 µM; ATPlite luminescence; 100% = ROCK inhibitor wells, 0% = DMSO; in the data active = survival enhancement above about 18%;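 note: cells exposed to compounds for 16 hours before the ATP read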
NR2E3 ag-2 – activates human photoreceptor nuclear receptor NR2E3. Q9Y5X4. GST-NR2E3/biotin-RetCOR TR-FRET, 1536-well. inhibition of corepressor binding, % at 4.78 µM. 320,000 compounds, 0.12% hits. AID 2300;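 active = percent inhibition above the cutoff of mean plus 3 SD of all tested compounds, set per screening campaign, cut at about 20% in these data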;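 note: 0% = DMSO wells and 100% = biotin wells as full block of FRET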
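Material: NR2E3–RetCOR corepressor complex / Amount: 1.35 nM GST-NR2E3 / Medium: Tris pH 7.5 / Compound: single nominal compound dose of 4.8 µM / Incubation: 5 h at 4 °C / Technique: TR-FRET, Eu(K)-anti-GST donor, streptavidin-D2 acceptor, ex 340, em 617/671 nm / Read-out basis: percent loss of FRET ratio relative to control wells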
Shn3 inh set2 – Schnurri-3 reporter inhibition in Clone20 osteoblasts; inhibition, % at 12.5 µM; 360,000 compounds, 0.52% hits; Clone20 osteoblast Shn3 3'UTR firefly luciferase, 24 h;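 active = mean inhibition of at least 75% with every replicate also reaching 75%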;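 note: 0% = median of neutral control wells and 100% = pilot-screen positive control compound; some compounds past the cut are filed as inactive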
Peg3 promoter – reduces Peg3 promoter-driven luciferase expression in HeLa; 360,000 compounds, 1.7% hits; inhibition, % at 20 µM; HeLa PEG-Prom luciferase reporter, luminescence, overnight;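 active = inhibition of at least 50% at 20 µM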
MITF TRPM1 inh – reduces MITF-dependent TRPM1 promoter luciferase signal; SK-MEL-5 TRPM1 promoter luciferase, 24 h; inhibition, % at 12.5 µM; 330,000 compounds, 0.83% hits; AID 488899;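 active = mean inhibition across replicates of 60% or more, whatever share of single replicates reaches that level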; note: values of inactives mirror those of a sister screen read the other way
KKLEB tox – reduces viability of KKLEB cystic fibrosis airway cells. activity change (cytotoxicity), % at 5 µM. 360,000 compounds, 0.36% hits. KKLEB CF airway cells viability, ATPlite luminescence, overnight; active compounds read low; cells stimulated with P. aeruginosa culture filtrate. AID 602141;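 active = corrected activity change at or below -50% at 5 µM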
TWEAK-Fn14 inh – inhibitors of TWEAK-Fn14 interaction signaling. TWEAK-stimulated Fn14 reporter cells, luciferase luminescence, 8 h. inhibition, % at 10 µM. 360,000 compounds, 2% hits; in the data active = inhibition above about 50%
HIF-2a block – blocks HIF-2a reporter activity | 786-0 RCC cells HIF-2a reporter, luciferase luminescence, overnight | inhibition, % at 18.8 µM | 360,000 compounds, 0.72% hits | AID 624352;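 active = inhibition of the luminescence signal of 40% or more relative to plate controls, in a single-dose primary screen at 18.75 µM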
CF NFkB block – cystic fibrosis NF-kB activation inhibition; inhibition, % at 5 µM; KKLEB NF-kB-GFP reporter, PAF-induced, GFP fluorescence overnight; AID 588850; 360,000 compounds, 0.86% hits;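 active = at least 50% inhibition at 5 µM, scaled per plate between neutral and stimulator controls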;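 note: PAF is a Pseudomonas aeruginosa culture filtrate used as stimulus; plate controls were PAF-stimulated DMSO wells for no effect and unstimulated DMSO wells for full effect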
aDG glyco up – alpha-DG glycosylation activation; Pro5-aDG cells, alpha-DG glycosylation AlphaScreen (IIH6); 0% Pro5, 100% B10-LARGE cell signal; 360,000 compounds, 0.22% hits; activation, % at 10 µM;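 active = activation of at least 8% versus controls, or a plate z-score of at least 8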;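 note: Pro5 are CHO cells carrying HIG-tagged alpha-DG that lacks glycosylation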
* marks the source's active call; other numbers are inactive results; x = no result given. Outcome played no part in choosing rows (roughly 4.4% active in at least one column).

SMILES	NR2E3 ag-1	hiPSC survival	NR2E3 ag-2	Shn3 inh set2	Peg3 promoter	MITF TRPM1 inh	KKLEB tox	TWEAK-Fn14 inh	HIF-2a block	CF NFkB block	aDG glyco up
O=C1C(=Cc2cccn2-c2ccccc2)C(=O)c2ccccc21	-4	-1.3	1	-6	-44	-8	9	-8	4	-9	-0.2
Cc1ccc(S(=O)(=O)n2nc(C)c(S(=O)(=O)N3CCCCC3)c2C)cc1	-13	0.1	-4	4	18	4	-5	-11	0	10	-0.2
CCCCc1c(C)nc2ccc(C(=O)OCC)cc2c1Cl	5	0.8	-4	-10	-28	-8	6	-20	-46	7	-0.1
CCOC(=O)[C@]12CCC=C1N(Cc1ccc3c(c1)OCO3)C(=O)[C@H](CC(=O)NCc1cccc3ccccc13)C2	16	0.1	x	x	x	x	x	14	5	x	0.0
O=[N+]([O-])c1cc(S(=O)(=O)N2CCCC2)ccc1O	-12	0.7	3	17	0	7	4	0	19	-11	0.1
COc1ccc2c(Cl)c(-c3nnc4n3CCCCC4)sc2c1	-7	-0.7	0	-22	-90	1	-1	-32	-129	35	0.2
C=CCOc1ccc(/C=N/NC(=O)c2cc3c(OC)cc(OC)cc3[nH]2)cc1	-26	-0.2	1	0	14	-8	0	37	-20	0	0.2
Cc1cc(C(=O)OCC(=O)Nc2cc(C)on2)c2ccccc2n1	10	-1.4	1	6	22	4	2	11	13	-23	-0.1
OCCCNc1c2c(nc3cc(-c4ccc(Cl)cc4)nn13)CCC2	-32	-0.8	-1	-7	-90	-58	8	-17	-143	-4	0.5
CC1CC(C)CN(c2ncnc3c2cnn3Cc2ccc(Cl)cc2)C1 (stereo not drawn)	10	-0.7	-2	-16	26	2	-8	10	24	3	0.2
Cc1cccc(NS(=O)(=O)c2ccc(C)c(C(=O)N(C)C)c2)c1	-21	-2.1	1	11	-2	4	3	8	2	-7	-0.2
CN(C)S(=O)(=O)n1cc(/C=C(\NC(=O)c2ccccc2F)C(=O)NCCN2CCOCC2)c2ccccc21	-21	-2.4	x	-3	16	x	-4	28	-11	11	1.3
Cc1noc(NS(=O)(=O)c2ccc(NC(=O)CSc3ncccn3)cc2)c1C	-13	-2.9	-1	2	-3	-9	-11	36	2	-15	0.0
O=C(NCCN1CCN(C(=O)c2cc3ccccc3oc2=O)CC1)c1cc2ccccc2oc1=O	-1	10	-6	7	10	-3	1	-3	18	7	0.0
CCCCc1ccc(NC(=S)NN2CCOCC2)cc1	-9	-1.8	-1	-13	-43	0	6	-25	-75	-3	-0.1
CCOC(=O)c1cc(C#N)c(SC(C)C(=O)NC2CCCCC2)nc1C (stereo not drawn)	4	-0.5	3	-5	17	1	-5	-9	16	-28	0.0
CC1CC(C)CN(C(=O)CSc2nnc(-c3ccc(F)cc3)o2)C1 (stereo not drawn)	9	3.1	1	-6	-10	-7	6	-4	-9	-9	0.2
O=C(CNS(=O)(=O)c1c(Cl)cccc1Cl)OCC(=O)c1ccc[nH]1	-16	-0.3	-1	5	-1	5	2	-2	8	1	-0.2
CCOC(=O)c1oc2ccc(S(=O)(=O)N3CCOCC3)cc2c1C	19	4.7	2	21	8	5	6	-3	5	-2	-0.1
Cc1cccc(NC(=O)c2cc(=O)[nH]c3ccccc23)c1	-6	-0.4	5	7	26	7	16	-4	11	-46	-0.1

Reformatted: twelve of the compounds above
| compound | NR2E3 ag-1 | hiPSC survival | NR2E3 ag-2 | Shn3 inh set2 | Peg3 promoter | MITF TRPM1 inh | KKLEB tox | TWEAK-Fn14 inh | HIF-2a block | CF NFkB block | aDG glyco up |
| --- | --- | --- | --- | --- | --- | --- | --- | --- | --- | --- | --- |
| OCCCNc1c2c(nc3cc(-c4ccc(Cl)cc4)nn13)CCC2 | -32 | -0.8 | -1 | -7 | -90 | -58 | 8 | -17 | -143 | -4 | 0.5 |
| CC1CC(C)CN(c2ncnc3c2cnn3Cc2ccc(Cl)cc2)C1 (stereo not drawn) | 10 | -0.7 | -2 | -16 | 26 | 2 | -8 | 10 | 24 | 3 | 0.2 |
| Cc1cccc(NS(=O)(=O)c2ccc(C)c(C(=O)N(C)C)c2)c1 | -21 | -2.1 | 1 | 11 | -2 | 4 | 3 | 8 | 2 | -7 | -0.2 |
| CN(C)S(=O)(=O)n1cc(/C=C(\NC(=O)c2ccccc2F)C(=O)NCCN2CCOCC2)c2ccccc21 | -21 | -2.4 | x | -3 | 16 | x | -4 | 28 | -11 | 11 | 1.3 |
| Cc1noc(NS(=O)(=O)c2ccc(NC(=O)CSc3ncccn3)cc2)c1C | -13 | -2.9 | -1 | 2 | -3 | -9 | -11 | 36 | 2 | -15 | 0.0 |
| O=C(NCCN1CCN(C(=O)c2cc3ccccc3oc2=O)CC1)c1cc2ccccc2oc1=O | -1 | 10 | -6 | 7 | 10 | -3 | 1 | -3 | 18 | 7 | 0.0 |
| CCCCc1ccc(NC(=S)NN2CCOCC2)cc1 | -9 | -1.8 | -1 | -13 | -43 | 0 | 6 | -25 | -75 | -3 | -0.1 |
| CCOC(=O)c1cc(C#N)c(SC(C)C(=O)NC2CCCCC2)nc1C (stereo not drawn) | 4 | -0.5 | 3 | -5 | 17 | 1 | -5 | -9 | 16 | -28 | 0.0 |
| CC1CC(C)CN(C(=O)CSc2nnc(-c3ccc(F)cc3)o2)C1 (stereo not drawn) | 9 | 3.1 | 1 | -6 | -10 | -7 | 6 | -4 | -9 | -9 | 0.2 |
| O=C(CNS(=O)(=O)c1c(Cl)cccc1Cl)OCC(=O)c1ccc[nH]1 | -16 | -0.3 | -1 | 5 | -1 | 5 | 2 | -2 | 8 | 1 | -0.2 |
| CCOC(=O)c1oc2ccc(S(=O)(=O)N3CCOCC3)cc2c1C | 19 | 4.7 | 2 | 21 | 8 | 5 | 6 | -3 | 5 | -2 | -0.1 |
| Cc1cccc(NC(=O)c2cc(=O)[nH]c3ccccc23)c1 | -6 | -0.4 | 5 | 7 | 26 | 7 | 16 | -4 | 11 | -46 | -0.1 |

The results go on.
SMILES	NR2E3 ag-1	hiPSC survival	NR2E3 ag-2	Shn3 inh set2	Peg3 promoter	MITF TRPM1 inh	KKLEB tox	TWEAK-Fn14 inh	HIF-2a block	CF NFkB block	aDG glyco up
O=C(NCc1ccc2c(c1)OCO2)C1CC(=O)N(C2CCCCCC2)C1 (stereo not drawn)	-9	-0.9	0	-26	1	17	-13	-4	-5	-1	0.0
Cc1noc(C)c1COc1ccccc1C(=O)N(C)CC(=O)Nc1ccc(F)cc1	-8	-0.5	-3	48	-3	-12	-3	-8	-1	9	-0.2
CCCC(=O)Nc1sc(C)c(C)c1C#N	1	1.8	-3	-2	4	7	-3	9	-5	6	0.0
CCOC(=O)N1CCC(N2CCCC(CO)(Cc3cccc(Cl)c3)C2)CC1 (stereo not drawn)	-3	0.8	1	11	16	-4	-1	25	14	12	-0.2
CCCOC(=O)c1c(NC(=O)C2CCCO2)sc(C(=O)OC)c1C (stereo not drawn)	23	0.6	-1	13	3	1	0	-14	-23	-9	0.2
COc1ccc(/C=N/NC(=O)C(=O)NCc2cccnc2)cc1	-6	1.9	-1	-5	8	11	0	-3	10	-5	0.3
CN(CCOc1ccc(Cl)cc1)Cc1cccc(S(=O)(=O)N(C)C)c1	19	-0.7	2	43	18	18	2	21	-2	6	0.2
COc1cc(C(=O)NCc2cn3ccccc3n2)cc(OC)c1OC	-9	-2.8	1	8	12	-11	-6	-2	2	-1	0.1
Cc1ccc(-c2nn(-c3ccccc3)cc2C2CC(c3ccccc3)=NN2C(=O)CCC(=O)O)cc1 (stereo not drawn)	2	-0.4	0	-12	19	10	2	9	16	-3	0.0
CC(=O)Nc1ccc(SC[C@H](Cc2ccccc2)N2CC[C@@H](C)CCC2=O)cc1	-6	-3.0	1	-21	16	-12	-1	-20	11	-9	-0.1
CCN(CC)CCNC(=O)c1ccc(NC(=O)COc2ccc3c(c2)CCC3)cc1	22	0.8	-2	-1	48	-33	-7	8	6	11	0.1
Cn1nnc(NC(=S)NC(=O)c2ccc(-c3ccc(Br)cc3)o2)n1	-12	-0.6	2	-6	-10	-14	15	-12	-10	-20	0.0
O=C1C2C3C=CC(CC3)C2C(=O)N1c1ccccc1[N+](=O)[O-] (stereo not drawn)	21	2.6	0	-20	3	1	-4	25	10	2	0.0
CC(=C/c1ccccc1)/C=N/NC(=O)c1ccc2nc[nH]c2c1	10	-1.7	-2	-8	-44	-11	3	4	-57	3	0.1
CCC(=O)Nc1ccc(C(=O)OCC(=O)c2cccs2)cc1	-41	-0.5	5	-13	-74	-30	-11	-17	-75	5	0.0
CC(OC(=O)CCC1CCCC1)C(=O)Nc1ccccc1[N+](=O)[O-] (stereo not drawn)	-13	-0.5	1	8	0	-6	6	-7	10	11	-0.1
O=C(CN1CCOCC1)Nc1ccc(Cl)cn1	8	-0.1	4	-1	2	-5	-3	-4	10	13	0.0
CCOC(=O)c1ccc(-c2c(-c3ccccc3OC)sc3ccc(OC)cc23)cc1F	-2	1.4	x	11	5	16	0	-9	-22	-10	-0.3
CCOC(=O)C1=C(C(=O)OCC)N(Cc2ccccc2)CCC1=O	-45	-1.0	x	-19	2	3	-12	15	6	5	0.0
CCc1cccc(NC(=O)C(NC(=O)C2CCCCC2)C(C)C)c1 (stereo not drawn)	-2	-0.6	0	-8	10	13	-2	-11	16	2	-0.1
CCCCOc1ccc(C(=O)CCN2CCCCC2)cc1	3	-4.4	4	-5	16	-13	-8	-2	-31	-10	0.6
COc1ccc(NC(=O)COC(=O)CNC(=O)C2CCCCC2)cc1	4	0.8	-3	-6	-5	-3	-7	-3	12	3	0.0
CC1CN(S(=O)(=O)c2cccc(C(=O)OC/C(O)=C(\C#N)c3nc4ccccc4[nH]3)c2)CC(C)O1 (stereo not drawn)	2	-0.8	-1	0	15	8	10	-4	-13	2	0.1
Fc1ccc(-c2nnc(SCc3cccnc3)o2)cc1	-61	0.1	3	-51	-134	-42	3	-29	-161	-12	0.3
Cc1cc(C)c2oc(=O)cc(CN3CCC(C)CC3)c2c1	-24	0.7	2	-7	12	-4	-33	2	2	16	0.1
Nc1c(Br)cc2oc(-c3ccccc3)nc2c1Br	-59	0.5	-1	-95	-288	-32	-33	-15	-208	20	-0.2
OC1(c2ccc(Cl)cc2)CCN(Cc2nc(-c3cnccn3)no2)CC1	-4	0.2	-3	-5	14	4	2	4	10	-3	-0.4
COc1ccc(N(C(=O)CNC(=O)c2ccco2)C(C(=O)NCC2CCCO2)c2ccc(OC)c(OC)c2)cc1 (stereo not drawn)	3	0.5	1	1	15	2	-1	12	7	-3	0.1
